CASP6 VEID inh: blocks human caspase-6 cleavage activity. P55212. purified caspase-6, Z-VEID-R110 cleavage fluorescence. inhibition, % at 12.5 µM. 350,000 tested, 0.53% active. AID 686996;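 active = mean inhibition across replicates at least about 35%, with every replicate also reaching that limit, limit read from the data; inconclusive = only one of the two criteria met; inactive = neither criterion met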;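 also: 0% = median of neutral control wells and 100% = no fluorescence left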
Target sequence (P55212 24-179 limits assumed): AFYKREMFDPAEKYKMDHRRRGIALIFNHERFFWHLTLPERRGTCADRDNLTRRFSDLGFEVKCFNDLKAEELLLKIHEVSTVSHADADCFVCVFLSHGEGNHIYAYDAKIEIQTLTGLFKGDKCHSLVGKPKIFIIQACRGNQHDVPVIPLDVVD
Target sequence (P55212 194-293 limits assumed): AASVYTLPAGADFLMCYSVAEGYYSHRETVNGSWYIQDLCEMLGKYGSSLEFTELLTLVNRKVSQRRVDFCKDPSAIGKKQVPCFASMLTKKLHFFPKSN
PGC1a acetyl inh: modulators of PGC1a acetylation. U2OS PGC1a acetylation, AlphaScreen anti-acetyl-lysine; with virally co-expressed GCN5 acetyltransferase. inhibition, % at 15.6 µM. 350,000 tested, 0.17% active. AID 651687;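 active = every replicate shows inhibition of at least 40%; inconclusive = mean inhibition at least 40% but some replicate below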;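 also: 0% = neutral control wells and 100% = positive control wells; some results beyond the cut were filed as inactive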
FN deposit inh: fibronectin deposition inhibition | inhibition, % at 12.6 µM | AID 743247 | 350,000 tested, 0.086% active | AH1F fibroblasts, Alexa488-fibronectin deposition fluorescence, overnight;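 active = mean inhibition across replicates of 30% or more, regardless of how many single replicates reach that level; inconclusive = mean under 30% yet at least half of replicates reach 30%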;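 also: positive control wells lacked labelled fibronectin entirely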
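Schedule: 1 h cell adhesion before compound, then overnight fibronectin incubation; test system: AH1F fibroblast monolayer depositing Alexa488-labelled fibronectin into matrix; quantity: 10000 AH1F cells per well; probe or stimulus: fluorescent fibronectin at 24 nM final; signal: fluorescence, ex 485 nm, em 525 nm; evaluation: percent inhibition as loss of matrix-bound fibronectin fluorescence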
EWS-Fli inh: blocks EWS/Fli oncoprotein-driven transcription; A673 NR0B1-luciferase reporter, viability-normalised; inhibition, % at 12.6 µM; 350,000 tested, 0.67% active; AID 651661;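 active = mean inhibition of at least 50% after viability correction, with every replicate also passing that limit; inconclusive = mean reaches 50% but only one of two replicates passes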;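 also: firefly luciferase signal divided by Alamar Blue viability fluorescence both relative to DMSO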
LGR2 inh: inhibitors of bursicon-induced Drosophila LGR2 receptor cAMP signaling; 380,000 tested, 0.35% active; AID 720647; inhibition, % at 9.99 µM; HEK293 LGR2, CRE-luciferase, bursicon-stimulated, 4 h;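 active = drop in luminescence signal, shown as inhibition above about 50% in the replicate tests, limit read from the data, passing the limit was not always enough; inconclusive = probably only some replicates passing the limit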;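 also: agonist challenge used bursicon conditioned medium at about half maximal strength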
PAX8 inh HTS: PAX8 transcriptional activity inhibition | RMG-I TPO-luciferase reporter, SteadyGlo, 24 h | inhibition, % at 12.6 µM | 360,000 tested, 1.2% active;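 active = mean replicate inhibition at least 60% with every replicate also reaching 60%; inconclusive = only one of the two criteria is met; inactive = mean below 60% and not all replicates reaching 60%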;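 also: luciferase light reporting Pax8 driven TPO promoter activity; plate controls were median of neutral control wells for no effect and mitoxantrone controls for full effect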
miR122 inh: miR-122 inhibition in Huh7 cells. 340,000 tested, 0.3% active. Huh7 miR-122 Renilla luciferase sensor, 48 h; neutral wells = 0, positive control = 100. AID 602342. activation (reporter increase), % at 12.5 µM;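 active = mean replicate activation score at least 90 and every replicate individually at or above 90; inconclusive = only one of the two criteria met; inactive = neither criterion met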;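 also: higher luciferase means less miR-122 activity so hits act as miR-122 inhibitors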
Cneo AK release: Cryptococcus neoformans lysis via adenylate kinase release; C. neoformans lysis, adenylate kinase release luminescence, 4 h; normalised: neutral wells 0, clomiphene wells 100; lysis activity, % at 15 µM; 360,000 tested, 0.2% active; AID 651654;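 active = mean lysis activity across replicates of at least 80%, whatever share of replicates individually reach that level; inactive = mean lysis activity below 80%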
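Assay system: log-phase C. neoformans yeast / Quantity: yeast cell density of 5 × 10^6 cells/mL / Medium: fresh YPD growth medium / Compound: single dose / Timing: static 4 h at 37 °C with compound, 1 h detection / Measured by: adenylate kinase release luminescence / Read-out: lysis from increased AK signal / Benchmarks: Clomiphene as positive lysis control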
* = called active by the depositor; ? = inconclusive; / = no result given; & = joins results of further samples; [ ] = remark or other dose.

Structure | Cneo AK release | FN deposit inh | CASP6 VEID inh | miR122 inh | LGR2 inh | PAX8 inh HTS | EWS-Fli inh | PGC1a acetyl inh
CCOc1ncccc1C(=O)N1CCN(S(=O)(=O)c2ccc(Br)cc2Cl)CC1 | / | 3 | 2 | / | -6 | 11 | -4 | 6
N#Cc1ccccc1NC(=O)COC(=O)c1ccc2c(c1)OCO2 | 5 | -9 | 3 | / | 2 | -23 | 3 | 3
COc1ccc(C(=O)NCC(=O)OCC(=O)NC2CCCC2)cc1 | / | -46 | -6 | / | -8 | -10 | 11 | /
COCCCNC(=O)Cn1c(=O)n(CC(=O)N2CCCCC2)c(=O)c2sccc21 | -1 | -8 | -1 | -3 | -11 | -1 | 2 | -5
Cc1cccc(C)c1OCc1n[nH]c(=S)n1-c1ccccc1 | 4 | 4 | -2 | 3 | 2 | 4 | 10 | /
CCCCN(CC)CCNC(=O)c1[nH]c(C)c(C(C)=O)c1C | / | -4 | / | 5 | / | -6 | / | 9
CCOC(=O)c1c(C)[nH]c(C)c1C(=O)CSc1nnnn1-c1ccccc1 | -1 | 4 | / | 11 | / | 14 | / | -4
O=C(CC1CC1)N1CC(=O)N2[C@H](CO)[C@@H](c3ccc(-c4ccccc4)cc3)[C@@H]2C1 | / | / | 0 | / | 0 | 20 | -4 | -1
Cc1cc(C)n(S(=O)(=O)c2ccc(C)c(C)c2)n1 | 1 | -4 | -3 | 1 | -7 | -3 | 3 | 1
COCCNC(=O)C1(C)CCN(Cc2ccc3ccccc3c2Br)C1 (centres undefined) | 1 | 3 | 0 | 0 | -2 | 4 | 0 | -2
Cc1[nH]n(-c2ncc(-c3ccccc3)s2)c(=O)c1C(c1ccc(Cl)cc1)C(C#N)C#N (centres undefined) | / | 3 | 0 | / | 4 | -8 | -2 | /
Cn1c(=O)oc2cc(S(=O)(=O)N3CCN(C(=O)c4ccco4)CC3)ccc21 | -1 | 5 | / | -3 | / | 1 | / | -3
Cc1ccc(C(=O)N2CCN(c3ccc(NC(=O)c4cc(C)cc(C)c4)cc3)CC2)cc1 | 4 | 3 | -3 | -6 | 11 | 10 | / | -7
CC(=O)N1CC(=O)N2[C@H](CO)[C@H](c3ccc(-c4ccc(C)cc4)cc3)[C@@H]2C1 | / | / | 0 | / | -8 | -2 | -5 | 2
O=C(CN(C1CCCCC1)S(=O)(=O)c1ccc(Cl)cc1)NCCCO | 3 | -6 | / | -7 | / | -4 | / | -11
C=CCn1c(SCC(=O)c2c(N)n(C3CC3)c(=O)[nH]c2=O)nnc1-c1ccccc1OC | -1 | 0 | 2 | 2 | 12 | 2 | 10 | /
COc1ccc(/C=N/NC(=O)c2cc(-c3cccc(C)c3)nc3ccccc23)cc1O | / | -3 | -9 | / | -22 | -6 | -80 | /
COc1ccc(OC)c(C2=CC(=O)C[C@H](c3ccc4c(c3)OCO4)C2)c1 | -2 | -1 | -3 | 11 | 3 | -7 | 66* | -28
CN(C)CC(=O)Nc1ccc2c(c1)[C@@H]1C[C@H](CC(=O)NC3CCCC3)O[C@H](CO)[C@@H]1O2 | 3 | -9 | -2 | 1[16.7 µM] | 0 | 0 | -8 | 1
O=C(CN(Cc1ccccc1)S(=O)(=O)c1ccccc1)N/N=C/c1ccc2c(c1)OCO2 | 1 | / | 4 | 12 | 5 | / | 3 | /
COc1ccc(-c2nc(SCc3ccccc3)n(S(C)(=O)=O)n2)cc1 | 1 | -4 | / | ? | / | / | / | -11
COC(=O)[C@@H](Cc1c[nH]c2ccccc12)NCc1cccc(B(O)O)c1 | 5 | -3 | 0 | -2 | 0 | 9 | 5 | 5
N#Cc1c(N)nc(-c2ccccc2)nc1-c1ccccc1 | -3 | 1 | / | -1 | / | / | / | -3
CC(c1ccccc1)N(C)C(=O)CSc1nnc(C2CC2)n1C1CC1 (centres undefined) | 2 | -9 | -1 | -9 | 6 | -1 | 0 | 2
CC(C)CNC(=O)COC(=O)CCC(=O)c1ccc(Cl)cc1 | -1 | -6 | / | -5 | 3 | 3 | -2 | -2
CCCCN(C(=O)C1CCN(C(=O)c2ccccc2C)CC1)c1c(N)n(CCC)c(=O)[nH]c1=O | / | 6 | 0 | / | 3 | / | 1 | /
COCCCNC(=O)CNC(=O)c1nn(-c2ccc(OC)cc2OC)c(=O)c2ccccc12 | / | 0 | -1 | / | 4 | -14 | -8 | /
CCNC(=O)C[C@H]1CC[C@@H](NC(=O)C2CCC2)[C@H](CO)O1 | -6 | -21 | 2 | / | -10 | / | -4 | 13
CC(C)(C)OC(=O)NCCCC[C@H](NC(=O)c1nc[nH]c1C(=O)N[C@@H](CCCCNC(=O)OC(C)(C)C)C(=O)OC(C)(C)C)C(=O)OC(C)(C)C | 3 | 16 | -1 | -10 | 36 | 76* | 17 | -6
C[C@H]1CN([C@@H](C)CO)C(=O)c2cc(C#CCN(C)C)cnc2O[C@H]1CN(C)Cc1ccc2c(c1)OCO2 | 53 | 11 | -45 | -4[16.7 µM] | -6 | / | -6 | 3
CCCc1nc2oc3ccccc3c(=O)c2c(=O)n1-c1ccc(C)cc1 | -1 | -2 | -1 | 0 | -91 | -49 | -103 | 12
O=C(Oc1ccc2ccccc2c1Cl)N1CCCC1 | 0 | 4 | / | 7 | / | -150 | / | -1
CCCC(=O)Nc1ccc2c(c1)C(=O)N(C)C[C@H](OC)[C@@H](C)CN(Cc1ccccn1)[C@@H](C)CO2 | -4 | -3 | -3 | / | 4 | 7 | -1 | 5
C[C@H](CO)N1C[C@H](C)[C@@H](CN(C)C(=O)Nc2ccc3c(c2)OCO3)Oc2ccc(NS(=O)(=O)c3cn(C)cn3)cc2C1=O | -1&0 | 4 | 0&2 | 5[16.7 µM] | 4&-6 | -3 | -57&-1 | -6&5
Cc1ccc(OCC(=O)N(Cc2ccc(N(C)C)cc2)C2CCS(=O)(=O)C2)cc1C (centres undefined) | 1 | -12 | -1 | -9 | 18 | 14 | 1 | 5
N#Cc1ccccc1OCC(=O)OCC(=O)NC1CCS(=O)(=O)C1 (centres undefined) | 1 | 5 | -1 | -3 | 2 | 8 | -4 | -4
COc1ccc(-n2c(C)cc(/C=C3/SC(=O)N(CC(=O)N4CCOCC4)C3=O)c2C)cc1 | / | 2 | -1 | / | -4 | 0 | 6 | /
O=C(Cn1nnc(-c2ccccc2)n1)NNC(=O)c1cccc([N+](=O)[O-])c1 | 0 | -3 | -2 | 2 | -15 | -9 | 0 | 16
O=C(N/N=C/c1cc2c(cc1[N+](=O)[O-])OCO2)c1cccnc1 | -2 | 3 | -1 | 3 | -7 | -12 | 0 | 7
COc1ccc(C(=O)Oc2ccc(/C=N/NC(=O)c3ccccc3OC)cc2[N+](=O)[O-])cc1 | 2 | 1 | / | 0 | 4 | -26 | 19 | /
Cc1noc(NS(=O)(=O)c2ccc(NC(=O)COc3ccc(Cl)cc3Cl)cc2)c1C | -2 | / | / | -3 | 4 | / | / | -5
O=C1CNC(=O)/C1=C\c1ccc(O)cc1 | / | 5 | 9 | / | -9 | 1 | 3 | /
O=C(CO/N=C/c1ccc(Cl)cc1Cl)NNC(=O)c1cccc(Cl)c1 | 5 | -3 | 0 | 0 | -2 | 16 | 6 | 5
C[C@H](CO)N1C[C@H](C)[C@H](CN(C)Cc2ccccc2C(=O)O)Oc2cc(-c3ccc(C(=O)N(C)C)cc3)ccc2S1(=O)=O | 0 | -5 | -1 | -24[16.7 µM] | -13 | / | 3 | 11
CCc1c(C)sc(NC(=S)Nc2nc(C)cc(C)n2)c1C(=O)OC | / | 4 | -1 | / | -5 | 1 | -27 | 11
Cc1ccc2c(c1)C(c1ccccc1)N(C(=O)c1ccccc1)CC(=O)N2 (centres undefined) | / | 6 | 3 | / | 10 | -3 | 0 | /
Cc1ccc(NC(=O)c2ccc(Cn3cc(Br)cn3)o2)cc1 | -1 | -4 | / | 7 | / | -18 | / | 5
C[C@H]1CN([C@@H](C)CO)C(=O)Cc2cc(NC(=O)CCC(F)(F)F)ccc2O[C@@H]1CN(C)Cc1ccncc1 | 1 | / | -2 | -4[16.7 µM] | 11 | 0 | / | 3

In a second layout: entries from further up.
Value order – Cneo AK release, FN deposit inh, CASP6 VEID inh, miR122 inh, LGR2 inh, PAX8 inh HTS, EWS-Fli inh, PGC1a acetyl inh
Cc1ccc(C(=O)N2CCN(c3ccc(NC(=O)c4cc(C)cc(C)c4)cc3)CC2)cc1
  4, 3, -3, -6, 11, 10, /, -7
CC(=O)N1CC(=O)N2[C@H](CO)[C@H](c3ccc(-c4ccc(C)cc4)cc3)[C@@H]2C1
  /, /, 0, /, -8, -2, -5, 2
O=C(CN(C1CCCCC1)S(=O)(=O)c1ccc(Cl)cc1)NCCCO
  3, -6, /, -7, /, -4, /, -11
C=CCn1c(SCC(=O)c2c(N)n(C3CC3)c(=O)[nH]c2=O)nnc1-c1ccccc1OC
  -1, 0, 2, 2, 12, 2, 10, /
COc1ccc(/C=N/NC(=O)c2cc(-c3cccc(C)c3)nc3ccccc23)cc1O
  /, -3, -9, /, -22, -6, -80, /
COc1ccc(OC)c(C2=CC(=O)C[C@H](c3ccc4c(c3)OCO4)C2)c1
  -2, -1, -3, 11, 3, -7, 66*, -28

Single records (already shown). Order of screens: Cneo AK release	FN deposit inh	CASP6 VEID inh	miR122 inh	LGR2 inh	PAX8 inh HTS	EWS-Fli inh	PGC1a acetyl inh
CCOc1ncccc1C(=O)N1CCN(S(=O)(=O)c2ccc(Br)cc2Cl)CC1 is listed with /	3	2	/	-6	11	-4	6
CCCC(=O)Nc1ccc2c(c1)C(=O)N(C)C[C@H](OC)[C@@H](C)CN(Cc1ccccn1)[C@@H](C)CO2 is listed with -4	-3	-3	/	4	7	-1	5

Additional entries.
Structure | Cneo AK release | FN deposit inh | CASP6 VEID inh | miR122 inh | LGR2 inh | PAX8 inh HTS | EWS-Fli inh | PGC1a acetyl inh
S=c1[nH]nc(CN2CCCC2)n1Cc1ccccc1 | / | 4 | -3 | / | -2 | 13 | -3 | /
O=C(NCCc1ccc(F)cc1)NC12CC3CC(CC(C3)C1)C2 | -6 | 2 | -1 | / | -81 | -278 | -97 | /
Cc1ccc(S(=O)(=O)N(C)C[C@@H]2OCCCC[C@H](C)Oc3ccc(NC(=O)Nc4ccc(F)cc4)cc3C(=O)N([C@@H](C)CO)C[C@H]2C)cc1 | 0 | 18 | 2 | -8[16.7 µM] | 10 | 7 | 15 | 5
CCN(CC1CCCO1)C(=O)c1cc(COc2ccc(OC)cc2Cl)on1 (centres undefined) | 14 | -3 | 0 | / | -3 | -33 | / | 6
Cc1onc(-c2c(F)cccc2Cl)c1C(=O)OCC(=O)NC(N)=O | 3 | 10 | -5 | 5 | / | -3 | 7 | -1
Cc1ccc(-n2nnnc2CS(=O)(=O)c2ccccc2)c(C)c1 | 0 | 4 | 1 | 3 | 11 | 3 | -9 | /
CC(C)C(=O)Nc1ccc2c(c1)C(=O)N(C)[C@@H]1CC[C@H](CC(=O)N[C@@H](C)c3ccccc3)O[C@@H]1CO2 | -1 | -13 | / | 0[16.7 µM] | 19 | 31 | 0 | 4
